Screening data as filed in PubChem.
BAP1 inh = human BAP1 deubiquitinase inhibition. Q92560. recombinant BAP1, Ub-AMC hydrolysis fluorescence kinetic; stronger effect = lower value. activity remaining (% of control), % at 20 µM. actives 0.48% (n = 72,000). AID 436;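 active means activity remaining at or below 50% of control, provided the compound also passes the data quality filters; inactive means the rest, including low values that fail the filters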;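 further: 100% = DMSO wells rate and 0% = substrate alone blank rate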
Target sequence (Q92560 whole entry, looked up): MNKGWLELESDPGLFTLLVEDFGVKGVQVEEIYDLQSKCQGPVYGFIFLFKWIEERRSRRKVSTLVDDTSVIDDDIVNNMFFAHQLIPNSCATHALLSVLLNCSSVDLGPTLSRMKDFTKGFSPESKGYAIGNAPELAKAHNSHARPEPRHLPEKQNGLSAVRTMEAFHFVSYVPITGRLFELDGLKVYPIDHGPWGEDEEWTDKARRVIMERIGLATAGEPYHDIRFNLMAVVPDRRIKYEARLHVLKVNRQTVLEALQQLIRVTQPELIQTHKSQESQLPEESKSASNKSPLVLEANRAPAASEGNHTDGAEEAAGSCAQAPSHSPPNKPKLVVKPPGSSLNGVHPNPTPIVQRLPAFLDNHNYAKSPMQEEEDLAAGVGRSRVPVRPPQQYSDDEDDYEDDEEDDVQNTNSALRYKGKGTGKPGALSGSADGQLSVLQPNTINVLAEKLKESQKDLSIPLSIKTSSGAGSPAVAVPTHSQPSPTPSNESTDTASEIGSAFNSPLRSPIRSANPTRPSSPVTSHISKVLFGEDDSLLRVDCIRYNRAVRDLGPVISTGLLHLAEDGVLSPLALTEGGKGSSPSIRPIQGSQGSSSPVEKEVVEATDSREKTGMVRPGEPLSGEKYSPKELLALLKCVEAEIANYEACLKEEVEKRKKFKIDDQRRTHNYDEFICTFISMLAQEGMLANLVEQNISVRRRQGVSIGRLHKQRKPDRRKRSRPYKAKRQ
HePTP inh = human HePTP phosphatase inhibition | P35236 | recombinant HePTP phosphatase activity, OD absorbance | inhibition, % at 20 µM | actives 0.64% (n = 110,000) | AID 521; in the data active means inhibition above about 50%;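 further: plate controls were vehicle for no effect and reference inhibitor for full effect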
Target sequence (P35236 whole entry, looked up): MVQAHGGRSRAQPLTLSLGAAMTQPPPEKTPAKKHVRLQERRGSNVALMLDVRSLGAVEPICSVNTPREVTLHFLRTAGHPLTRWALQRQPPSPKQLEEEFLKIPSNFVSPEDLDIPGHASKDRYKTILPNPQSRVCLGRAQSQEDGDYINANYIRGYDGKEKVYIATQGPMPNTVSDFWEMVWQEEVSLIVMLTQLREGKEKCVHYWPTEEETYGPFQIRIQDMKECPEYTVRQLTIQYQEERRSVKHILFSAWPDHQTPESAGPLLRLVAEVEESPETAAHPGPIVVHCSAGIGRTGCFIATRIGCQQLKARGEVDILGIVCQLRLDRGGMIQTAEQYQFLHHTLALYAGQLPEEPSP
* hit, by the source's call; . = no result given; & = joins results of further samples. Compounds as they come. Share with any hit: about 0.83%.

Start of the data: the first 3 compounds (preview)
SMILES	BAP1 inh	HePTP inh
O=C(O)C(=O)/C(N=Nc1ccc(Cl)cc1)=C(\O)c1ccc(Cl)cc1	.	-13
COc1ccc(-n2nc3cc(C)c(NC(=O)Cc4ccccc4)cc3n2)cc1	.	0
Nc1c2c(nc3ccccc13)N(C1CCCCC1)CC2	.	8

This part in full, from the first entry:
SMILES	BAP1 inh	HePTP inh
O=C(O)C(=O)/C(N=Nc1ccc(Cl)cc1)=C(\O)c1ccc(Cl)cc1	.	-13
COc1ccc(-n2nc3cc(C)c(NC(=O)Cc4ccccc4)cc3n2)cc1	.	0
Nc1c2c(nc3ccccc13)N(C1CCCCC1)CC2	.	8
COc1cc2ccccc2cc1C(=O)Nc1ccc(OC(F)(F)F)cc1	.	2
CCOC(=O)c1c(C)[nH]c(C)c1C(=O)COC(=O)c1cccc(S(=O)(=O)NC)c1	96	-2
COCCn1cc(C(=O)N2CCC(C)CC2)c2c3ccccc3n(C)c2c1=O	.	7
O=C(CNC(=O)c1ccco1)OCc1ccc(C(=O)Oc2ccccc2)cc1	82	7
CCOCCCNC(=O)C1CCC(CNS(=O)(=O)c2ccc(F)cc2)CC1 (stereo not drawn)	.	8
CCCCCCNC(=O)c1[nH]ncc1[N+](=O)[O-]	.	-15
Cc1ccc(-c2nnc3sc(CCc4ccccc4)nn23)cc1	.	10
C=CCNC(=O)C(=O)NC1CCCCC1	.	-18
COCCOC(=O)C1=C(C)NC2=C(C(=O)CC(C)(C)C2)C1c1ccc(OC)c(OC)c1 (stereo not drawn)	66	.
Cc1ccc(C(=O)N(Cc2nc(-c3ccc(C)cc3)no2)C(C)C)cc1	80	-2
COC(=O)C1=C(C)N=C2SCC(=O)N2C1c1ccccc1 (stereo not drawn)	.	0
Cc1ccc(-c2cc(C(=O)NCCN3CCOCC3)no2)cc1	128	-10
CCC(C(=O)N1CCOCC1)c1ccccc1 (stereo not drawn)	.	5
O=C(c1ccncc1)N1CCN(C(=O)c2cccc(F)c2)CC1	.	-10
CCS(=O)(=O)N1CCC(c2nc(-c3ccc(C)cc3)no2)CC1	96	6
CCC1=[N+](C)c2cccc3cccc(c23)N1C	.	1
CCOC(=O)Cc1csc(NS(=O)(=O)c2ccc3c4c(cccc24)C(=O)N3CC)n1	98	7
Nc1nnnn1/N=C/C(Br)=C/c1ccccc1	97	10
CCOc1cc(C2CC(=O)N3CN(C4CCCCC4)CSC3=C2C#N)ccc1O (stereo not drawn)	91	13
COC(=O)CNc1n[nH]c(=O)[nH]c1=O	223	.
COc1ccc(CNC(=O)CCCNS(=O)(=O)c2cccc3nonc23)cc1	.	4
Cc1ccsc1/C=C(\C#N)c1nc(-c2cccc(Br)c2)cs1	.	4
COc1ccc(/C=C2/SC(=S)N(CC(=O)Nc3ccc(F)c(Cl)c3)C2=O)cc1OC	.	-11
CCOc1ccc(C(=O)N2CCCC2)cc1OC	85	1
CCOC(=O)c1[nH]c(C)c(C(=O)Nc2ccc(C)cc2C)c1C	98	5
CC(NC(=O)C12CC3(C)CC(C)(CC(C)(C3)C1)C2)C(=O)O (stereo not drawn)	.	4
CC1CCc2nc(NC(=O)c3ccco3)sc2C1 (stereo not drawn)	84	-8

An excerpt from above in order of their number in BAP1 inh, highest first:
Molecule	BAP1 inh	HePTP inh
COC(=O)CNc1n[nH]c(=O)[nH]c1=O	223	.
Nc1nnnn1/N=C/C(Br)=C/c1ccccc1	97	10
CCOc1cc(C2CC(=O)N3CN(C4CCCCC4)CSC3=C2C#N)ccc1O (stereo not drawn)	91	13
CCOc1ccc(C(=O)N2CCCC2)cc1OC	85	1
CC1CCc2nc(NC(=O)c3ccco3)sc2C1 (stereo not drawn)	84	-8

(listing goes on)
SMILES	BAP1 inh	HePTP inh
Cc1cc(C)cc(-n2ccnc2SCC(=O)Nc2nccs2)c1	95	8
COc1cc(CC(=O)OC2CCOC2=O)cc(OC)c1OC (stereo not drawn)	118	.
COc1ccccc1NC(=O)c1cccc(NC(=O)c2ccco2)c1	136	2
CCOC(=O)c1ccc(NC(=S)NC(NC(=O)Cc2ccccc2)C(Cl)(Cl)Cl)cc1 (stereo not drawn)	.	104*
CC(C)Cn1c(N)c(C(=O)CSc2nnnn2-c2ccc(Cl)cc2)c(=O)n(C)c1=O	51	5
CCc1ccccc1N1CSC2=C(C#N)C(c3cc(OC)c(OC)cc3OC)CC(=O)N2C1 (stereo not drawn)	84	6
O=c1cc(N2CCc3ccccc3C2)[nH]c(=O)n1-c1ccc(Cl)cc1	100	-7
O=C1CC(N2CCN(c3ccc(S(=O)(=O)N4CCOCC4)cc3)CC2)C(=O)N1Cc1ccccc1 (stereo not drawn)	67	6
CCCCOC(=O)CCc1n[nH]c(=O)[nH]c1=O	90	0
COc1ccc(S(=O)(=O)N2CCCC2C(=O)NCc2cccs2)cc1 (stereo not drawn)	101	-4

Part of the list above, with the structure last.
BAP1 inh,HePTP inh,SMILES
223,.,COC(=O)CNc1n[nH]c(=O)[nH]c1=O
128,-10,Cc1ccc(-c2cc(C(=O)NCCN3CCOCC3)no2)cc1
.,1,CCC1=[N+](C)c2cccc3cccc(c23)N1C
.,8,CCOCCCNC(=O)C1CCC(CNS(=O)(=O)c2ccc(F)cc2)CC1 (stereo not drawn)

Going on with the list.
SMILES	BAP1 inh	HePTP inh
CCn1c(C)[n+](CC)c2ccc([N+](=O)[O-])cc21	.	-4
COC(=O)c1ccccc1NC(=O)c1cc(Cl)ccc1Cl	.	1
O=C(CCCn1c(=S)[nH]c2ccc(Br)cc2c1=O)N1CCN(c2ccccn2)CC1	76	8
CC(C(=O)c1ccc(-c2ccccc2)cc1)[n+]1cccc(NC(=O)c2ccccc2)c1 (stereo not drawn)	.	-14
COc1ccc(Br)cc1C(=O)Nc1cccc(-c2nc3cc(C)ccc3o2)c1C	.	-3
Cc1cccc(C(=O)NC(NC(=O)c2cccc(C)c2)c2ccc(Br)cc2)c1	.	9
CCOC(=O)c1cc(C)n(S(=O)(=O)c2ccc(C)cc2)c1C	69	7
COc1ccccc1C(=O)NCCCC(=O)O	.	4
O=C(Nc1cccc(O)c1)c1cc2nc(-c3ccccc3)cc(-c3ccccc3)n2n1	.	-16
COc1ccc(OC)c(NC(=O)C2C3CCC(O3)C2C(=O)O)c1 (stereo not drawn)	93	3&-3
Cc1ccc(S(=O)(=O)C2(C(=O)Nc3ccc4c(c3)OCO4)CC2)cc1	91	3
O=C(Oc1ccc(/C=N/O)cc1)c1ccccc1	108	1
Cc1ccc(S(=O)(=O)N/N=C/c2ccc(-c3ccc([N+](=O)[O-])cc3Cl)o2)cc1	.	-4
CCn1c(-c2ccco2)n[nH]c1=S	160	5
COC(=O)c1nnn(-c2nc(N3CCCCC3)nc(N3CCCCC3)n2)c1C	108	-4
O=C(Nc1ccccc1-c1nc2ccccc2s1)c1ccco1	77	8
O=C(Cc1ccc(Br)cc1)Nc1nc2ccccc2s1	.	9
C=CCn1c(SCC(=O)Nc2c(C)nn(Cc3ccccc3)c2C)nnc1C(O)c1ccccc1 (stereo not drawn)	80	1
CCOC(=O)c1ccccc1NC(=O)CN(c1ccc(OC)c(Cl)c1)S(=O)(=O)c1ccccc1	.	-8
Cc1ccc2c(c1)c1c(n2C)C(=O)CCC1	.	2
Cc1cc([N+](=O)[O-])ccc1NC(=O)COc1ccc(Cl)cc1	.	-6
O=C1CC(c2cccc(Br)c2)c2cc(Br)c3ccccc3c2N1 (stereo not drawn)	.	-4
COC(=O)c1c(C)oc2ccc(OCC(=O)c3ccc(Br)cc3)cc12	.	8
O=C(CCN1C(=O)c2cccc3cccc(c23)C1=O)OCCCc1ccncc1	.	10
O=C(C1CC1)N1CCc2cc(Br)cc(S(=O)(=O)NCC3COc4ccccc4O3)c21 (stereo not drawn)	.	-2
CC(=O)N1CCN(c2ccc(NC(=O)c3cccs3)cc2)CC1	.	10
Cc1ccc(/C(O)=C2/C(=O)C(=O)N(Cc3ccco3)C2c2cccs2)cc1 (stereo not drawn)	79	9
c1ccc(CN2CCN(c3nc4ccccc4n4cnnc34)CC2)cc1	97	4
CC(C)C(O)(c1ccccc1)c1cc[n+](C)cc1 (stereo not drawn)	229	.
COc1ccc(N=C(NOC(C)=O)c2ccc(Cl)cc2)c(OC)c1	.	14
COc1cc(N2CCN(Cc3ccccc3)CC2)c([N+](=O)[O-])nc1[N+](=O)[O-]	.	5
Cc1ccc(S(=O)(=O)NCCCN(C)C)cc1	110	5
Cc1cc(=O)[nH]c(SCc2ccc([N+](=O)[O-])cc2)n1	.	-2
CC(C)=N/N=C1/NC(=O)C(CC(=O)Nc2ccc(C)cc2C)S1 (stereo not drawn)	.	4
O=C(O)c1cccc2c1NC(c1ccc(Cl)cc1)C1CC=CC21 (stereo not drawn)	.	104*
O=C(N/N=C/c1ccc(OCc2ccccc2)cc1)c1ccc[n+](Cc2ccccc2)c1	.	7
CCN(CC)S(=O)(=O)c1ccc(C(=O)N2CCN=C2SCc2cccnc2)cc1	102	6
COC(=O)C(NS(=O)(=O)c1ccccc1)C(C)C (stereo not drawn)	.	6
CCOc1cccc(/C=C2\SC(=O)N(c3ccccc3)C2=O)c1O	.	11
CCOC(=O)c1c(N)sc(C(=O)NC2CCCCC2)c1C	.	-14
CCCCn1c(SCC(=O)Nc2cc(C)[nH]n2)nc2ccsc2c1=O	97	1
COc1ccc2[nH]c(=O)c(CN(CCCN(C)C)C(=O)Nc3ccccc3)cc2c1	58	5
Cc1ccc(C(=O)c2sc3nc4c(cc3c2N)CCC4)c(C)c1	.	0
CCOCCOC(=O)c1ccc(NC(=O)COc2cc(C)cc(C)c2)cc1	.	3
COc1ccc(NCc2nnc(SCC(=O)Nc3cc(C(F)(F)F)ccc3Cl)o2)cc1	88	6
Cc1ccc(C(C)C)c(OCC(=O)Nc2ccc(F)c([N+](=O)[O-])c2)c1	.	-8
CCOC(=O)Cn1c(C(C)=O)nc2ccccc21	88	0
C/C(=N\Nc1nnc(-c2ccccc2)c(-c2ccccc2)n1)c1ccc(C)cc1	.	5
CCc1cc(=O)oc2cc(OC)ccc12	.	6
CN(c1ccc(C(=O)NCc2ccco2)cc1)S(C)(=O)=O	102	11
Following part.
SMILES	BAP1 inh	HePTP inh
COc1cccc(-c2nnc(SCc3cccnc3)o2)c1	85	1
COc1cccc(C(=O)NC2CC3CCCC(C2)N3CC(=O)Nc2ccc(N(C)C)cc2)c1 (stereo not drawn)	.	4
Cc1cc2c(c(=O)n1Cc1ccccn1)C(c1ccc3c(c1)OCO3)C(C#N)=C(N)O2 (stereo not drawn)	85	4
CCCc1ccc(OCC(O)CN2CCN(c3ccccc3)CC2)cc1 (stereo not drawn)	.	4
C=CCn1c(SCC(=O)C(C)(C)C)nnc1-c1cccs1	67	-10
CC1(C)CC(=O)N(c2ccccc2)C1(C)O (stereo not drawn)	97	-3
CCCC(=O)N1CCN(c2ccc(C(=O)CC)cc2F)CC1	143	-9
O=C1Nc2ccccc2/C1=N/N1C(=O)CSC1=S	.	26
COc1cccc(OCCCCCCN2CCCC2)c1	.	7
COc1ccc(CCNC(=O)COC(=O)c2cnccn2)cc1	92	4
Cc1cc2nc(NCCCO)n(CC(=O)c3cc(C(C)(C)C)c(O)c(C(C)(C)C)c3)c2cc1C	.	-14
CC1=NN(c2nc(-c3ccc(F)cc3)cs2)C(=O)/C1=C\c1ccc2c(c1)OCO2	.	12
CCOc1cc(S(=O)(=O)NCc2ccccc2)ccc1F	92	8
CCOC(=O)c1ccc(NC(=S)NC(=O)/C=C/c2ccccc2)cc1	.	-9
COc1cc(NC(=O)C2CCC(CNc3c(N4CCCCC4)c(=O)c3=O)CC2)cc(OC)c1 (stereo not drawn)	92	2
COC(=O)c1cn(C(=O)c2ccccc2F)nc1N	112	2
Cc1ccc(N(CC(=O)NCc2ccc(Cl)cc2)S(C)(=O)=O)cc1	.	0
Cc1ccc(SCC(=O)Nc2cccc3ncccc23)cc1	.	-3
COc1cccc(-c2cc(C(=O)Nc3cccc(O)c3)no2)c1	105	0
O=C(Nc1cc([N+](=O)[O-])ccc1F)c1ccccc1	.	9
O=C(C1CCN(S(=O)(=O)c2cccnc2)CC1)N1CCN(C2CCCC2)CC1	116	11
COc1ccc(C2=NOC(C(=O)NCC(C)C)C2)cc1 (stereo not drawn)	103	-4
Cc1cccc(/C(N)=N/OC(=O)COc2ccc3ccccc3c2)c1	.	4
Cc1cc(S(=O)(=O)NCCCN2CCOCC2)ccc1F	104	-3
COc1cccc(-n2c(SCC(=O)O)nnc2-c2cccnc2)c1	98	6
CC1=C(C#N)C(c2ccccc2Br)C2=C(CC(c3ccccc3)CC2=O)N1 (stereo not drawn)	.	9
CCOC(=O)c1cnc2c(C)c(Cl)ccc2c1N1CCOCC1	90	3
CCCN1Cc2cccc(C(=O)Nc3ccc4c(c3)OCO4)c2C1=O	106	2
CCSc1nnc(C)c2ccccc12	92	-5
O=C(c1c[nH]c2ccc(S(=O)(=O)N3CCOCC3)cc2c1=O)N1CCCC1	.	-10
Cc1noc(C)c1CSc1nc2ccccc2n1CCc1ccccc1	97	2
Cc1cccc(NC(=O)c2ccc(S(=O)(=O)N3CCCC3)cc2)c1	.	5
O=C(COC(=O)C1CC(O)CN1C(=O)Oc1ccccc1)c1ccc(Cl)cc1 (stereo not drawn)	.	3
Cc1c(Cl)cccc1NC(=O)CCN1CCCCC1	96	6
Nc1cc(Cl)c(S(=O)(=O)NC2CCCCC2)cc1S(=O)(=O)NC1CCCCC1	.	4
CCSCCOC(=O)C1=C(C)NC2=C(C(=O)CCC2)C1c1cccc([N+](=O)[O-])c1 (stereo not drawn)	.	8
Cc1ccc(C(=O)NCCCn2ccnc2)cc1C	.	10
Cc1ccccc1NC(=O)CSc1nnc(Cc2cccn2C)n1-c1ccc(F)cc1	94	-4
